Growth percent in the NCI-60 one-dose screen (48 h, 10 µM unless noted): 100 = growth as untreated, 0 = no growth, -100 = all killed.
RPMI-8226: RPMI-8226 leukemia cells. 77,000 compounds, 7.5% hits. AID 1794781
K-562: K-562 leukemia | AID 1794777 | 78,000 compounds, 7.4% hits
MDA-MB-468: MDA-MB-468 breast cancer | 78,000 compounds, 8.5% hits | AID 2202374
MDA-MB-231: MDA-MB-231 breast cancer. 81,000 compounds, 5% hits
SR: SR leukemia cells | 73,000 compounds, 8.7% hits | AID 1794780
MCF7: MCF7 breast cancer; 82,000 compounds, 6.3% hits; AID 1794796
MOLT-4: MOLT-4 leukemia cells | 80,000 compounds, 6.9% hits
MDA-MB-435: MDA-MB-435 melanoma | 82,000 compounds, 7.8% hits | AID 1794794
An asterisk follows results filed as active; / = no result given; [ ] = another dose, or the depositor's remark. The calls were made as follows: active = growth percent below 10; inactive = the rest.

(1) CC(=O)NCC(=O)Nc1ccc(-c2nnc3ccccn23)nc1.CC(=O)NCC(=O)Nc1ccc(-c2nnc3ccccn23)nc1.[Pt+2]
(2) [2H]c1c([2H])n([C@@H]2O[C@H](COC(C)=O)[C@@H](OC(C)=O)[C@H]2OC(C)=O)c(=O)[nH]c1=O
(3) COc1ccc(/C=C2\N=C3SC=C(/N=c4\scc(-c5ccccc5)n4-c4ccccc4)N3C2=O)cc1
(4) Cc1ccc(N=C=O)cc1N1C(=O)N(c2cc(N=C=O)ccc2C)C1=O
(5) BrCc1ccc(CCCc2ccc(CBr)cc2)cc1
(6) COc1cccc2cc(-c3cc4ccccc4[nH]3)/c(=N/C(=S)Nc3ccccc3)oc12
(7) COc1ccc(/C=C/C(=O)Nc2ncnc3nc[nH]c23)cc1
(8) CC1=C(C(=O)N(Cc2ccccc2)Cc2ccccc2)C(c2ccc(Cl)cc2)NC(=O)N1 (stereo not drawn)

assay / compound	1	2	3	4	5	6	7	8
RPMI-8226	108	102	103	88	89	131	99	84
K-562	/	109	100	92	103	84	81	61
MDA-MB-468	116	101	108	116	100	79	95	93
MDA-MB-231	104	102	101	93	117	62	109	110
SR	104	100	86	81	102	104	73	/
MCF7	110	100	105	86	95	80	79	72
MOLT-4	97	101	90	97	101	105	69	50
MDA-MB-435	114	102	108	115	109	88	91	89

(9) Cc1ccc(Cn2c(-c3nonc3N)nc3ccccc32)cc1
(10) CCCc1cc2c(cc1CN(Cc1cc3c(cc1CCC)OCO3)C(=N)OCC)OCO2
(11) Cc1[nH]c(C(=O)Nc2ccc(C(N)=O)cc2OC2CCNCC2)c(Cl)c1Cl
(12) NC(=S)N/N=C/c1ccccc1N
(13) COc1cc([C@@H](CCO)C[C@H](C)c2ccc3ccccc3c2)cc(OC)c1OC
(14) COc1cc(Cn2cc(F)c(=O)[nH]c2=O)cc(OC)c1
(15) Clc1ccc(C2CC(c3cccc(Nc4ccnc5cc(Cl)ccc45)c3)=NN2c2ccc(Cl)cc2)cc1 (stereo not drawn)
(16) CC1(C)C2=C(C(=O)N1Cc1ccccc1)C(c1ccco1)N(C(=O)C1CCC1)CCN2 (stereo not drawn)

assay / compound	9	10	11	12	13	14	15	16
RPMI-8226	91	55	/	102	23	/	68	106
K-562	13	63	81	98	12	96[50 µM]	77	110
MDA-MB-468	59	61	70	/	17	106[50 µM]	85	112
MDA-MB-231	83	78	66	90	44	96[50 µM]	92	96
SR	/	91	86	103	25	103[50 µM]	70	95
MCF7	55	86	104	94	19	104[50 µM]	91	103
MOLT-4	56	94	68	98	26	103[50 µM]	90	102
MDA-MB-435	-31*	103	99	106	2.4*	109[50 µM]	90	101

(17) Cn1c(=O)c2[nH]c(N/N=C/c3ccc(Br)cc3)nc2n(C)c1=O
(18) N#CCC(C(=O)c1cccnc1)c1ccccc1 (stereo not drawn)
(19) CCCCCCCCCCCCCCCC[N+](C)(C)CCCNS(=O)(=O)c1ccccc1
(20) O=C1Oc2ccccc2C(=O)/C1=C/N1C(=O)N/C(=C\c2ccccc2Br)C1=O
(21) CCSc1nc(-c2ccc(Br)cc2)c(C#N)c(=O)n1CC
(22) CN1CCN(c2cccc3c2C[C@H](CN2CCC[C@H]4CCc5cccnc5[C@H]42)NC3)CC1
(23) C[C@@]1(O)c2ccccc2N2C(=O)C(=O)N3[C@H](c4cccnc4)[C@@]45C=C[C@@]23[C@H]1[C@@H]4CC(=O)N5
(24) COc1ccc(C2SCC(=O)N2NC(=O)c2ccc(NC(=O)c3ccccn3)cc2)cc1OC (stereo not drawn)

assay / compound	17	18	19	20	21	22	23	24
RPMI-8226	75	103	65	95	97	79	99	96
K-562	77	106	52	97	90	49	103	96
MDA-MB-468	89	93	61	101	105	82	106	104
MDA-MB-231	107	118	60	90	110	67	106	102
SR	81	84	41	102	93	51	100	91
MCF7	92	92	75	94	95	55	100	104
MOLT-4	82	102	77	98	80	69	110	92
MDA-MB-435	84	115	75	106	100	93	109	104

(25) CC1CN1C(=O)Nc1ccc(Cc2ccc(NC(=O)N3CC3C)cc2)cc1 (stereo not drawn)
(26) Nc1nc(-c2nnc(Nc3ccc(Cl)cc3)s2)cs1
(27) Cc1nn(-c2ccc(F)cc2)c(C)c1N=Nc1ccc(Br)cc1
(28) CC(=O)c1sc2c(c1OC(=O)c1ccc(Cl)cc1Cl)c(=O)n(-c1ccccc1)c(=S)n2-c1ccccc1
(29) O=C1c2ccccc2C(=O)N1c1cccc2ccccc12
(30) O=C1Nc2ccccc2C12N=C(NO)c1ccccc1N2 (stereo not drawn)
(31) COc1ccc2c(c1)oc1c3[nH]c4ccccc4c3c3c(c21)C(=O)N(O)C3=O
(32) O=C1/C(=C\c2c[nH]c3ccccc23)c2ccccc2N1c1c(Cl)cccc1Cl

assay / compound	25	26	27	28	29	30	31	32
RPMI-8226	91	94	85	-43*	105	101	28	/
K-562	95	85	78	0.9*	111	100	31	-0.7*
MDA-MB-468	112	93	93	/	95	96	-18*	8.4*
MDA-MB-231	94	109	100	-42*	103	84	83	-2.7*
SR	94	87	79	-10*	96	94	/	/
MCF7	97	97	90	51	100	91	16	0.2*
MOLT-4	83	51	74	-11*	95	93	-2.0*	-13*
MDA-MB-435	103	99	87	4.7*	98	106	53	-22*

Another view of part of the listing above:
Sequence of screens – RPMI-8226	K-562	MDA-MB-468	MDA-MB-231	SR	MCF7	MOLT-4	MDA-MB-435
27	Cc1nn(-c2ccc(F)cc2)c(C)c1N=Nc1ccc(Br)cc1
 : 85	78	93	100	79	90	74	87
32	O=C1/C(=C\c2c[nH]c3ccccc23)c2ccccc2N1c1c(Cl)cccc1Cl
 : /	-0.7*	8.4*	-2.7*	/	0.2*	-13*	-22*
29	O=C1c2ccccc2C(=O)N1c1cccc2ccccc12
 : 105	111	95	103	96	100	95	98
25	CC1CN1C(=O)Nc1ccc(Cc2ccc(NC(=O)N3CC3C)cc2)cc1 (stereo not drawn)
 : 91	95	112	94	94	97	83	103

Continuation:
(33) COc1ccc(Cl)cc1Nc1nc(C(F)(F)F)ccc1C(=O)N/N=C/c1ccc(N(C)C)cc1
(34) CCCCCCCCCCOC(=O)Nc1cccc2ccccc12
(35) O=C(CNC(=O)Cn1c(=O)[nH]c2ccccc2c1=O)N=Nc1c(O)[nH]c2ccccc12
(36) COc1cc2c(cc1OC)C1=NN(C(=O)Nc3ccc(C)cc3C)C(c3ccc(F)cc3)C1C2 (stereo not drawn)
(37) O=[N+]([O-])c1ccc(-c2nnc(Nc3ccc(C(F)(F)F)cc3)o2)cc1
(38) Cc1cc(=O)oc2cc(OCCCOc3ccc(/C=C/C(=O)Nc4ccccc4F)cc3)ccc12
(39) CCCN1C(=O)N(CCC)C2C1NN=c1s/c(=C\C(=O)OCC)c(=O)n12 (stereo not drawn)
(40) CCCn1cc2c(=O)nc3sc(Cc4ccc(C)cc4)c(C)n3c2n1

assay / compound	33	34	35	36	37	38	39	40
RPMI-8226	108	98	84	79	82	95	106	106
K-562	122	102	102	79	76	94	98	90
MDA-MB-468	/	105	96	98	117	104	105	97
MDA-MB-231	73	103	/	110	82	98	118	88
SR	7.3*	92	/	86	102	93	85	100
MCF7	218	100	99	85	78	91	97	96
MOLT-4	90	99	115	78	68	99	107	90
MDA-MB-435	121	108	104	96	103	99	102	103

(41) O=NN(CC(=O)NNc1ccccc1)CC(=O)NNc1ccccc1
(42) COc1ccc(/C=C2\Sc3ccc(C)cc3C2=O)cc1
(43) CCC1(CC)SC(N)=NC1=O
(44) Cc1nn(-c2ccc(Br)cc2)c2nc3c(nc12)C(=O)C(=O)c1ccccc1-3
(45) Clc1ccc(-c2ccc(CNCC3CCNCC3)o2)c(-c2ccccc2)c1
(46) O=C(NNC(=O)c1ccc(-n2cc(-c3ccccc3)nn2)cc1)Nc1cccc2ccccc12
(47) Cn1cc(NC(=O)Nc2cc(C(=O)O)n(C)c2)cc1C(=O)O
(48) O=C(CNc1ccccn1)Nc1ccccn1

assay / compound	41	42	43	44	45	46	47	48
RPMI-8226	55	93	108	/	-54*	104	125	109
K-562	12	30	90	/	/	101	83	98
MDA-MB-468	78	55	/	95	-79*	104	/	97
MDA-MB-231	59	62	103	79	-87*	97	98	92
SR	74	35	/	/	-61*	108	87	95
MCF7	69	75	103	67	-74*	94	116	97
MOLT-4	42	90	82	/	-63*	105	86	107
MDA-MB-435	30	11	111	110	-92*	104	115	106

(49) COc1cc(/C=C2/C(=O)Nc3ccc(Cl)cc32)ccc1O
(50) O=C1CCCc2nc(Nc3ccc(S(=O)(=O)Nc4ccc([N+](=O)[O-])cc4)cc3)ncc21
(51) C=CCOC1=C(c2ccccc2)[C@H](CCCCC)N(CC=C)C1=O
(52) CCCSc1nc(NCCc2c[nH]c3ccccc23)c(C#N)c(-c2ccc(F)cc2)n1
(53) CCCOCC(O)CN1CCN(c2ccccc2)CC1 (stereo not drawn)
(54) COc1cc(-c2c3c(nn2Cc2ccccc2)CCc2cnoc2-3)cc(OC)c1OC
(55) CC(=O)N(C)c1ccccc1C
(56) COCCOC(C)C(/C=N/NC(N)=S)=N/NC(N)=S (stereo not drawn)

assay / compound	49	50	51	52	53	54	55	56
RPMI-8226	76	100	71	38	104	/	111	36
K-562	72	92	88	28	104	94	107	38
MDA-MB-468	69	100	92	44	111	104	112	8.0*
MDA-MB-231	63	100	76	29	112	70	110	68
SR	52	105	70	6.1*	88	68	86	/
MCF7	42	95	90	35	107	98	96	19
MOLT-4	77	101	89	43	100	82	96	17
MDA-MB-435	81	104	97	73	107	90	123	87

Looked up above.
O=C(CNc1ccccn1)Nc1ccccn1 in MDA-MB-435 is entered as 106
COc1cc(-c2c3c(nn2Cc2ccccc2)CCc2cnoc2-3)cc(OC)c1OC in MDA-MB-435 is entered as 90
CCC1(CC)SC(N)=NC1=O in MOLT-4 is entered as 82
C[C@@]1(O)c2ccccc2N2C(=O)C(=O)N3[C@H](c4cccnc4)[C@@]45C=C[C@@]23[C@H]1[C@@H]4CC(=O)N5 in K-562 is entered as 103
CC(=O)N(C)c1ccccc1C in MOLT-4 is entered as 96

Compounds above with two or more sulfur atoms (four):
(3) COc1ccc(/C=C2\N=C3SC=C(/N=c4\scc(-c5ccccc5)n4-c4ccccc4)N3C2=O)cc1
(26) Nc1nc(-c2nnc(Nc3ccc(Cl)cc3)s2)cs1
(28) CC(=O)c1sc2c(c1OC(=O)c1ccc(Cl)cc1Cl)c(=O)n(-c1ccccc1)c(=S)n2-c1ccccc1
(56) COCCOC(C)C(/C=N/NC(N)=S)=N/NC(N)=S (stereo not drawn)

assay / compound	3	26	28	56
RPMI-8226	103	94	-43*	36
K-562	100	85	0.9*	38
MDA-MB-468	108	93	/	8.0*
MDA-MB-231	101	109	-42*	68
SR	86	87	-10*	/
MCF7	105	97	51	19
MOLT-4	90	51	-11*	17
MDA-MB-435	108	99	4.7*	87

(next part)
(57) Cn1c2c(c3ccc(Cl)c(Cl)c31)C(C#N)C(C)(C)NC2=O (stereo not drawn)
(58) CCOC(=O)CC(=O)CC(=O)OCC
(59) O=C(NCCc1ccccc1)C1CCC(=O)N1Cc1ccc(Br)cc1 (stereo not drawn)
(60) Clc1cn2cc(-c3cccs3)nc2s1
(61) N#Cc1c(Oc2ccc(Cl)cc2)nc2n(c1=O)-c1ccccc1Sc1ccccc1-2
(62) Cc1ccc(-c2nn(-c3ccccc3)cc2C=C2C(=O)ON=C2C(C)C)cc1

assay / compound	57	58	59	60	61	62
RPMI-8226	72	108	/	118	58	-23*
K-562	74	90	107	90	49	34
MDA-MB-468	/	109	108	/	68	94
MDA-MB-231	81	104	114	85	71	97
SR	66	98	102	/	41	-23*
MCF7	95	97	102	54	71	/
MOLT-4	59	96	94	123	41	-16*
MDA-MB-435	81	123	110	97	81	63
